Source: PubChem
BCR signal inh: inhibitors of chronic active B-cell receptor signaling. AID 493014. 0.05% of 340,000 active. Potency, µM (highest dose often 46.1 µM), without a hit: top-dose ratio change, negative = lower green/red ratio, most hits filed as inhibitors. ABC-DLBCL IkBa-CBG/CBR reporter, luminescence ratio, 4 h; active means well fitted inhibition curve with a large enough effect in the signal ratio, with a control signal flat, not every such curve was filed as active; inconclusive means small, poorly fitted or top-dose-only effect, or effect the other way, or a change in a side signal; the % refers to the signal ratio;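 further: potency means the concentration at half of the fitted maximal effect; plate controls were basal doxycycline-induced cells for no effect and cells given 10 µM MG132 for full effect; MG132 reads +100%, hits lower the ratio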
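TMD8 human ABC-DLBCL cells with doxycycline-inducible IκBα–green luciferase fusion and unfused red luciferase, in 0.5% FBS medium; compounds up to 46 uM, 4 h at 37C. Green/red luminescence ratio, filter-overlap corrected, fitted to concentration-response curves.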
MBNL1-CUG inh: MBNL1-poly(CUG) RNA binding inhibition; Q9NR56; TR-FRET MBNL1-His/biotin-(CUG)12 binding, 665/545 ratio; Potency, µM (highest dose often 57.5 µM), for the others: top-dose activity change, negative = inhibition, most hits filed as inhibitors; 0.036% of 280,000 active; AID 2675; active means well fitted inhibition curve with a large enough effect in the signal ratio, with a control signal flat, not every such curve was filed as active; inconclusive means small, poorly fitted or top-dose-only effect, or effect the other way, or a change in a side signal; inactive means no such curve, though single readings can be large or run the other way; the % refers to the signal ratio; further: potency means the concentration at half of the fitted maximal effect; on the % scale 0 is the no-effect control and ±100 the full control effect
Target sequence (Q9NR56 whole entry, looked up): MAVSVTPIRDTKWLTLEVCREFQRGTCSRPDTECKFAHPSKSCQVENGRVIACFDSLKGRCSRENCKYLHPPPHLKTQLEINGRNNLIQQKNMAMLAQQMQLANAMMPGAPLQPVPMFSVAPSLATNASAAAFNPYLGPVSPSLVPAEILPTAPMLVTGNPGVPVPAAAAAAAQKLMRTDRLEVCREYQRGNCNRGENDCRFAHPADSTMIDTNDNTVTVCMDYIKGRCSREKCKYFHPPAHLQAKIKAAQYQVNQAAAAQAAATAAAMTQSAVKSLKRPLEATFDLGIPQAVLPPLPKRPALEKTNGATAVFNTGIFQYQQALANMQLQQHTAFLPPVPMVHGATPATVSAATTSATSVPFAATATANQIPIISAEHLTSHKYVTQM
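Compounds (final 92 nM to 58 uM) are added to His-tagged MBNL1 and biotin-(CUG)12, then terbium anti-His antibody and streptavidin-XL665 (5 nM final). After 60 min at room temperature, the 665/545 nm ratio is read.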
Mito fusion yeast: mitochondrial division inhibition or fusion activation; AID 485298; Potency, µM (highest dose often 46.1 µM), inactives show at the highest dose growth rescue (activation), actives largely listed as activators; 0.23% of 320,000 active; S. cerevisiae fusion-defective mutant growth rescue, CellTiterGlo 48 h;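 further: potency means the concentration at half of the fitted maximal effect; % of control where 0% means no effect; nearly all actives have a fitted effect of over 45% in size; temperature-sensitive fusion mutants such as fzo1-1 at 37 °C on non-fermentable ethanol glycerol medium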
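Luminescent cell viability in 1536-well qHTS format served as the measure of rescued growth in ts fusion-mutant S. cerevisiae cultured on non-fermentable YPEG for 48 hours at 37C.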
KCNH2 WT inh: blocks the wildtype human KCNH2 potassium channel | Q12809 | 0.37% of 340,000 active | U2OS, BacMam KCNH2, thallium flux FluxOr; active compounds read low | activity change, % at 1.84 µM;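 active means maximum activity change below -70%; inconclusive means maximum activity change between -70% and -50%; inactive means maximum activity change above -50%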; further: on the % scale 0 is the no-effect control and ±100 the full control effect
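U2OS cells were transduced with wild-type KCNH2 virus (2.03 x 10^8 / mL) for 4 h at room temperature, then cultured overnight at 37 C. Thallium flux was read with FluxOr dye. Rate constants were normalized to DMSO controls.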
S-ASM inh: blocks human secretory acid sphingomyelinase; placental ASM, HMU-PC fluorogenic substrate, 60 min; Potency, µM (doses to about 57.5 µM), for the others: top-dose activity change, negative = inhibition, hits mostly inhibitors; 0.006% of 340,000 active; AID 504937; further: potency means the concentration at half of the fitted maximal effect
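Human placenta-derived ASM enzyme was preincubated with compound for 10 minutes at room temperature, then given fluorogenic substrate HMU-PC0 (9 uM final) for 60 minutes at 37 °C; a pH 10 stop preceded fluorescence reading at Ex 386/Em 447 nm.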
TSHR antagonist: antagonists of human thyroid stimulating hormone receptor. activity change, negative = inhibition, % at 11.5 µM. 0.2% of 330,000 active. AID 504810. TSHR-expressing cells, TSH-stimulated cAMP HTRF, 2 h; active compounds read low. P16473;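 active means activity change below a set negative limit, meaning inhibition stronger than a set level, cut at about -70% in these data; inconclusive means activity change between two set negative limits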; further: on the % scale 0 is the no-effect control and ±100 the full control effect
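Competitive HTRF cAMP read-out (cryptate anti-cAMP antibody, cAMP-d2; 30 min, room temperature) in freshly harvested TSHR cells. Compounds added before TSH at EC80 (4nM final), followed by 2 hours' incubation at 37 deg C.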
Eya2 phos inh: blocks the phosphatase activity of human Eya2; Potency, µM (doses to about 76.9 µM), inactives show at the top dose activity, negative = inhibition, actives largely listed as inhibitors; AID 488837; O00167; recombinant Eya2, OMFP fluorescence dephosphorylation (OMFP is methylfluorescein phosphate); 0.006% of 330,000 active; further: potency means the concentration at half of the fitted maximal effect; on the % scale 0 is the no-effect control and ±100 the full control effect
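Eya2 (0.2 uM) preincubated 10 min at ambient with compound, then OMFP substrate added at 50 uM; 10 min reaction in 50 mM HEPES pH 7.5, 50 mM NaCl, 5 uM MgCl2, 0.05% BSA, 1 mM DTT. Fluorescence read at Ex 485/Em 525 nm.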
PKM2 act: activators of human pyruvate kinase M2; P14618; purified PKM2, Kinase-Glo ATP luminescence, activation; response scale: 0% is enzyme alone, no compound; Potency, µM (highest dose often 57.5 µM), without a hit: at the top dose activation, actives largely listed as activators; 0.34% of 260,000 active; AID 1631; further: potency means the concentration at half of the fitted maximal effect; on the % scale 0 is the no-effect control and ±100 the full control effect; nearly all actives have a fitted effect of over 55% in size
Target sequence (P14618 whole entry, looked up): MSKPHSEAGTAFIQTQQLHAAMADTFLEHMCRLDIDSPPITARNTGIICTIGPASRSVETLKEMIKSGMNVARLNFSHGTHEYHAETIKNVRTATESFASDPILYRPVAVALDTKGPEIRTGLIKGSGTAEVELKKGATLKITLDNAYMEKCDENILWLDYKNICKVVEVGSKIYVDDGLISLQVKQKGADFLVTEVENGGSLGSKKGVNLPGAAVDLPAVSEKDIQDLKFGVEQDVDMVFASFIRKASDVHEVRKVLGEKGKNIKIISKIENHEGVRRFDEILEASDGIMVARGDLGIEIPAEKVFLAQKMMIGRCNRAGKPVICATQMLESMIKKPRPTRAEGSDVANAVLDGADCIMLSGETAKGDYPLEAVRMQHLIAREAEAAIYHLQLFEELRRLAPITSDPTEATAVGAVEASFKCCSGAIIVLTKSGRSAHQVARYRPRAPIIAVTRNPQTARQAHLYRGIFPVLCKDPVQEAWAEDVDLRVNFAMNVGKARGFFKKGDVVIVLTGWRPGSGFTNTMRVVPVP
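Kinase-Glo luminescence reports ATP generated from ADP (0.1 mM) and PEP (0.5 mM) by purified hPK-M2 after 1 h at room temperature, pH 7.2 imidazole buffer; intermediate enzyme activity allows detecting inhibitors and activators.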
USP2a inh: inhibitors of human ubiquitin-specific protease USP2a | USP2 core, Ub-CHOP2 coupled fluorogenic reporter, 485/531 | 0.01% of 330,000 active | Potency, µM (top dose mostly 38.3 µM), without a hit: at the top dose activity change, negative = inhibition, most hits filed as inhibitors | O75604;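 further: potency means the concentration at half of the fitted maximal effect; plate controls were DMSO wells for no effect and full inhibition by NEM control for full effect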
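Deubiquitinase activity read as fluorescence (485/531 nm) after Ub-CHOP2 cleavage activates the enterokinase reporter on its substrate; USP2 core 10nM, Ub-CHOP2 and substrate 25nM each, 30min compound preincubation then 60min RT; data normalized to NEM, curves fitted.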
Menin MLL FP TR: inhibitors of human menin-MLL interaction, mutant MLL peptide; O00255; Menin + Texas Red MLL mutant peptide, fluorescence polarization; Potency, µM (doses to about 61.6 µM), for inactives: top-dose FP activity change, negative = inhibition, usual class: inhibitors; 0.23% of 270,000 active; AID 1768; active means well fitted inhibition curve with a large enough effect in the polarisation, with a control signal flat, not every such curve was filed as active; inconclusive means small, poorly fitted or top-dose-only effect, or effect the other way, or a change in a side signal; inactive means no such curve, though single readings can be large or run the other way; the % refers to the polarisation; further: potency means the concentration at half of the fitted maximal effect; % of control where 0% means no effect; many of its hits are not listed in these tables
GALK inh: galactokinase (human) inhibition | P51570 | Purified GALK, Kinase-Glo residual ATP luminescence | Potency, µM (highest dose often 57.5 µM), inactives show at the top dose activity change, negative = inhibition, hits mostly inhibitors | 0.007% of 270,000 active | AID 1868; further: potency means the concentration at half of the fitted maximal effect; on the % scale 0 is the no-effect control and ±100 the full control effect
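Compounds were pin-transferred into ATP buffer (35 uM final), then GALK plus galactose (5 nM, 100 uM final) was added. After 1 h at room temperature, Kinase-Glo Plus was added and luminescence read after 10 min.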
* = called active by the depositor; i = inactive; u = inconclusive; x = no result given; [ ] = dose if it differs, or a comment. Unless noted, the call rests on the fitted dose curve; in most records, active means well fitted curve in the direction sought with a large enough effect; inconclusive means small, poorly fitted or top-dose-only effect, or another doubt; inactive means no such curve, though single readings can be large; an effect the other way counts as inactive or inconclusive.

structure	BCR signal inh	MBNL1-CUG inh	Mito fusion yeast	KCNH2 WT inh	S-ASM inh	TSHR antagonist	Eya2 phos inh	PKM2 act	USP2a inh	Menin MLL FP TR	GALK inh
N#Cc1ccc(S(=O)(=O)N2CCN(c3ncccn3)CC2)cc1	-0.3%	-6.4%	-7.2%	-1.4	1.6%	35.1	5.9%	-15.0%	-1.2%	x	x
O=C(CCCC(=O)N(c1ccc2c(c1)OCCO2)C(C(=O)NC1CCCCC1)c1ccc(Cl)cc1)Nc1ccccn1 (stereo not drawn)	6.3%	-5.6%	-0.2%	2.6	-2.2%	-5.5	-21.3%	-0.4%	-0.7%	7.8%	0.1%
CCCCCCOC(=O)c1ccc(NC(=O)c2cc(OC)c(OC)c(OC)c2Br)cc1	17.3%	-2.9%	-7.1%	-12.3	-18.3%	2.1	-5.7%	-11.3%	-7.6%	3.9%	-2.7%
Cc1ccc(S(=O)(=O)NC2CCCCC2)cc1C(=O)N1CCC(C(N)=O)CC1	2.7%	x	-0.2%	9.9	4.3%	51.7	-9.9%	x	1.2%	x	x
COc1ccc(Br)cc1CNc1ccccc1	u	2.7%	-1.9%	-1.4	-0.3%	-14.6	-7.8%	0.6%[11.5 µM]	0.3%	6.4%	-0.4%
Cn1nnnc1Sc1ncnc2scc(-c3ccc[nH]3)c12	u	x	1.9%	x	-0.6%	5.4	-5.8%	x	-0.6%	x	x
Cc1nc2ccccc2c(=O)n1NC(=O)c1cccnc1Cl	-5.9%	x	-2.7%	2.9	1.4%	11.1	-5.8%	-6.8%	-1.5%	6.3%	2.2%
CSc1nc(N)n2nc(C(C)(C)C)cc2n1	19.1%	x	-0.4%	1.6	-4.9%	-10.8	-1.3%	-0.8%	-0.8%	x	-0.6%
O=C(Nc1nnc(SCc2ccc(F)cc2)s1)c1ccco1	u	-4.1%	11.5%	-6.0	0.6%	-1.8	-3.3%	-1.0%	-2.4%	-13.1%	-2.2%
COc1cc(OC)c(C2NC(=O)CCC2[N+](=O)[O-])cc1OC (stereo not drawn)	4.0%	-1.2%	4.8%	4.8	1.4%	-27.7	-1.4%	x	4.2%	u	-0.8%
Cc1cccc(-c2noc(-c3cc4ccccc4oc3=O)n2)c1	-2.7%	10.7%	-0.3%	-7.4	41.3%[activator]	17.9	-2.9%	-7.3%	-0.4%	x	-2.4%
Cc1[nH]c2ccccc2c1C(=O)CN1C(=O)NC2(CCCCCC2)C1=O	-11.4%	x	2.1%	-9.6	-2.3%	-1.2	7.3%	x	-4.1%	x	x
C=CCn1c(SCC(=O)Nc2sccc2C(N)=O)nc2ccc(Cl)cc2c1=O	u	29.3%	1.7%	1.6	-4.4%	-25.8	-23.9%	-4.7%	0.2%	25.9%	2.8%
CCN(CC)C(=O)COC(=O)c1cc(-c2ccco2)nc2ccccc12	7.8%	u	-1.4%	3.3	i	33.6	-3.0%	1.2%	-2.2%	18.2%	8.5%
COc1ccc(NC(=O)CSc2nnc(CNC(=O)c3cccs3)o2)c(OC)c1	u	-9.5%	0.9%	-15.8	4.0%	-1.4	-6.9%	0.2%	-0.1%	-8.8%	1.5%
COC(=O)COc1nsnc1N1CCOCC1	-1.5%	-0.3%	-2.7%	-2.9	3.2%	3.3	-11.4%	5.7%	-0.3%	4.3%	-0.4%
O=C(/C=C/c1ccccc1)N/C(=C/c1ccccc1)C(=O)N1CCOCC1	1.2%	x	-3.4%	-4.7	1.3%	0.7	3.1%	-1.3%	-1.2%	-1.4%	1.1%
CCC(=O)Nc1cccc(C2=NOC3(C2)C[C@@H](C(N)=O)N(C(=O)c2cc([N+](=O)[O-])cc([N+](=O)[O-])c2C)C3)c1 (stereo partly drawn)	-0.2%	u	-12.3%	-30.2	-1.9%	-23.7	8.2%	-1.8%	0.0%	x	-1.8%
CCOC(=O)C1CCN(C(=O)CCS(=O)(=O)c2ccc3c(c2)CCN3C(=O)CC)CC1	1.2%	-2.1%	2.0%	-9.6	1.6%	-2.2	-4.9%	-2.3%	0.2%	-2.0%	-1.1%
c1csc(-c2cn3c(n2)SCC3)c1	2.7%	6.9%	-0.2%	6.5	-1.7%	-2.8	19.5%	-4.0%	-0.6%	u	1.3%
COc1ccccc1NS(=O)(=O)c1cccc(C(=O)NCc2ccccn2)c1	-0.3%	-4.0%	-2.4%	19.4	2.7%	-3.6	-4.1%	-0.3%	-0.2%	-24.8%	7.7%
Cc1cc(C)cc(N(CC(=O)NC2CCCC2)C(=O)CCC(=O)Nc2nc(C)cs2)c1	3.4%	-9.1%	8.0%	5.4	-17.9%	x	-14.6%	x	0.5%	x	-1.0%
CCCCOc1ccc(S(=O)(=O)NNC(=O)c2cc3ccccc3o2)cc1	0.0%	x	11.2µM*	-3.0	-23.2%	7.6	-13.8%	0.3%	-12.1%	-8.5%	0.5%
Cc1ccc(C(=O)N2CCC3(CC2)Oc2ccc(Cl)cc2C(=O)C32CC(c3cccnc3)=NO2)s1 (stereo not drawn)	5.2%	5.6%	21.4%	-9.1	-4.4%	1.2	0.0%	-3.2%	0.6%	x	0.0%
COc1ccc(CNC(=O)c2ccc(N3CCOCC3)c([N+](=O)[O-])c2)cc1	u	x	0.4%	0.1	0.0%	3.5	-2.5%	3.0%	-1.8%	7.0%	-0.8%
CCOC(=O)c1c(C)n(C)c2ccc(OC(=O)c3ccc([N+](=O)[O-])cc3)cc12	u	u	1.7%	-14.3	-6.5%	17.6	-5.5%	-14.5%	0.6%	-16.1%	-1.7%
COCCCNC(=O)c1cc(OC)c(OC)c(OC)c1	u	0.7%	-0.4%	3.9	1.1%	-4.2	2.5%	0.8%	-1.8%	-0.6%	-2.6%
O=C(COc1ccc(Br)cc1)N1CCN(c2ncccn2)CC1	u	x	5.9%	-4.4	-2.0%	-16.3	18.9%	x	1.5%	x	x
CCCCn1nc2cc(C(=O)NCc3ccc(OC)cc3)ccc2c1OCC	0.0%	7.1%	0.2%	9.5	27.5%	20.5	-6.1%	-0.2%	1.9%	-16.1%	x
COCc1ccc(C(=O)OC(C)C(=O)Nc2c(C)n(C)n(-c3ccccc3)c2=O)cc1 (stereo not drawn)	1.8%	x	-5.3%	-6.2	2.3%	-6.8	1.8%	x	1.9%	x	x
Cc1oc2nc(SCC(=O)Nc3ccc(S(N)(=O)=O)cc3)nc(NC(=O)c3ccccc3)c2c1C	u	4.2%	-5.2%	-5.0	2.8%	2.9	4.4%	1.8%	-0.7%	14.1%	-0.3%
COc1cccc(CCNS(=O)(=O)CCNC(=O)c2cccc(OC)c2)c1	-25.3%	x	-9.3%	3.0	x	9.7	3.3%	x	1.5%	x	x
CC(C)=CCC/C(C)=C/C=N/NC(=O)c1ccccc1[N+](=O)[O-]	-14.5%	26.6%	-3.3%	-6.4	-3.3%	-4.5	-8.2%	-23.1%	-0.8%	-2.0%	-0.6%
Cn1c(=O)[nH]c(=O)c2c1nc(N1CCN(Cc3ccccc3)CC1)n2CCSc1ncccn1	u	-1.5%	-2.4%	-2.9	-5.0%	0.0	8.8%	0.2%	2.4%	-6.3%	1.5%
COc1ccc2c(c1)CCc1c-2n[nH]c1C(=O)NCCC(C)C	u	-1.5%	14.5%	1.7	-3.8%	-12.9	-5.5%	x	3.1%	u	7.6%
Cc1cccn2c(=O)c(/C=C(\C#N)S(=O)(=O)c3ccc(Cl)cc3)c(N3CCC(C(N)=O)CC3)nc12	u	u	-1.2%	6.0	-1.1%	-12.5	-1.9%	9.0%	4.8%	-3.2%	-2.6%

The list is partial. The share of hits here may be higher or lower than overall.
